Compound activity from PubChem.
D3 ag: agonists of human D3 dopamine receptor; P35462; D3R DiscoveRx beta-arrestin cells, luminescence, 90 min; max activation, %; hit rate 0.58% among 410,000; AID 652048; in the data active = max activation above about 30%; note: 0% is about no effect; mostly tested at two doses, the higher about 12 µM
Target sequence (P35462 whole entry, looked up): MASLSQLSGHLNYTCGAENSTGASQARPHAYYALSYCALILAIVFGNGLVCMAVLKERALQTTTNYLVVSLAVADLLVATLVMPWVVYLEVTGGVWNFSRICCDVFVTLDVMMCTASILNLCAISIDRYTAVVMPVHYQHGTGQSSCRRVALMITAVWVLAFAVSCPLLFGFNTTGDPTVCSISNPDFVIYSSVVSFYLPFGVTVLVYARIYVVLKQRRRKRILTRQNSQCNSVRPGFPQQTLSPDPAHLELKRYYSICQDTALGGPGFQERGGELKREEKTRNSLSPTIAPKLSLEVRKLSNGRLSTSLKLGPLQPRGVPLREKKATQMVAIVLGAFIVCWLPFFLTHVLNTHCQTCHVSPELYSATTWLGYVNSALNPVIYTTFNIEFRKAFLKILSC
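Agonist-mode cell screen: cells plated at 1500/well and incubated overnight at 37 °C, then exposed to library compounds for 90 min at 37 °C. Detection reagent was added for 30–60 min at room temperature, and luminescence was read.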
Numbers without * were called inactive; & = joins results of further samples.

SMILES	D3 ag
CO[C@H]1C=CO[C@@]2(C)Oc3c(C)c(O)c4c(O)c(c5c(c4c3C2=O)=NC2(CCN(CC(C)C)CC2)N=5)NC(=O)/C(C)=C\C=C/[C@H](C)[C@H](O)[C@@H](C)[C@@H](O)[C@@H](C)[C@H](OC(C)=O)[C@@H]1C	7.9
CC1(COc2ccc(CC3SC(=O)NC3=O)cc2)CCCCC1 (stereo unspecified)	-5.1
CCOC(=O)[C@H](CCc1ccccc1)N[C@@H](C)C(=O)N1CC2(C[C@H]1C(=O)O)SCCS2	-2.6
CC[C@H](c1ccc(O)cc1)[C@@H](CC)c1ccc(O)cc1	6.1
CC(=O)N[C@@H](C=O)[C@H](O)[C@H](O)[C@@H](O)CO	-0.5&-16.2
C[C@H](CN1CCCC1)C(=O)c1ccc(C(F)(F)F)cc1	-4.0
COc1cc(/C=C/C(=O)O[C@H]2CC[C@]34C[C@]35CC[C@]3(C)[C@@H]([C@H](C)CCC=C(C)C)CC[C@@]3(C)[C@@H]5CC[C@H]4C2(C)C)ccc1O	11.2&10.1
O=C(O)C(Cc1cc(I)c(O)c(I)c1)c1ccccc1 (stereo unspecified)	-12.1
O=C1[O][Bi][O]c2ccccc21	7.4
CC(C)NCC(O)COc1ccccc1-n1cccc1 (stereo unspecified)	7.6
CC(=O)N[C@@H](CC(C)C)C(=O)O	-1.7
CN1c2c(nc(N)[nH]c2=O)NCC1CNc1ccc(C(=O)NC(CCC(=O)O)C(=O)O)cc1 (stereo unspecified)	1.3
CCc1ccc2c(c1)N(CC(C)CN(C)C)c1ccccc1S2 (stereo unspecified)	-19.6
N#CC(c1ccc(Cl)cc1)c1c(Cl)cc(-n2ncc(=O)[nH]c2=O)cc1Cl (stereo unspecified)	1.1
CC[C@@]1(O)C(=O)OCc2c1cc1n(c2=O)Cc2cc3c([N+](=O)[O-])cccc3nc2-1	4.8
FC(F)(F)C(F)(F)C(F)(F)C(F)(F)C(F)(F)C(F)(F)C(F)(F)C(F)(F)Br	4.4
CC[C@@H](C)CCCCC(=O)N[C@H](CCN)C(=O)N[C@@H](C(=O)N[C@H](CCN)C(=O)N[C@@H]1CCNC(=O)C([C@@H](C)O)NC(=O)[C@@H](CCN)NC(=O)[C@@H](CCN)NC(=O)[C@@H](CC(C)C)NC(=O)[C@@H](Cc2ccccc2)NC(=O)[C@@H](CCN)NC1=O)[C@@H](C)O (stereo partly specified)	6.6
Cc1cnc(C(=O)O)c[n+]1[O-]	-11.6&2.1&1.0
c1ccc2c(c1)OCC(CN1CCCCC1)O2 (stereo unspecified)	-11.0
C=C(C)C1CC=C(C)CC1 (stereo unspecified)	-7.6
OC[C@@H](O)C(O)[C@H](O)CO	-11.5
Cc1ccc(Nc2nccc(N(C)c3ccc4c(C)n(C)nc4c3)n2)cc1S(N)(=O)=O	14.0
CC1=C(/C=C/C(C)=C/C=C/C(C)=C/C=C/C=C(C)/C=C/C=C(C)/C=C/C2=C(C)C[C@@H](O)CC2(C)C)C(C)(C)C[C@H](O)C1	6.3
CC(C)(C)NCC(O)COc1ccc(NC(=O)NC2CCCCC2)cc1 (stereo unspecified)	-6.5
CCCCCCCCCCCCCCCCCCOCC(COP(=O)([O-])OCC[N+](C)(C)C)OC (stereo unspecified)	5.5
CC(=O)Oc1ccc(C)cc1	-3.3
Cc1ccc(S(=O)(=O)NC(=O)N[C@@H](C)Cc2ccccc2)cc1	5.7
O=C(NC(Cc1cc(=O)[nH]c2ccccc12)C(=O)O)c1ccc(Cl)cc1 (stereo unspecified)	1.8
CCC1=C[C@@H]2CN(C1)Cc1c([nH]c3ccccc13)[C@@](C(=O)OC)(c1cc3c(cc1OC)N(C)[C@H]1[C@@](O)(C(=O)OC)[C@H](OC(C)=O)[C@]4(CC)C=CCN5CC[C@]31[C@@H]54)C2	-5.8
C[C@@H]1CCC2[C@@H](C)[C@@H](O)O[C@@H]3O[C@@]4(C)CC[C@@H]1[C@@]23OO4 (stereo partly specified)	12.1
O=C(CCCN1CCN(c2ccc(F)cc2)CC1)NC1c2ccccc2CSc2ccccc21 (stereo unspecified)	-23.8
CCOC(=O)OC(C)OC1=C(C(=O)Nc2ccccn2)N(C)S(=O)(=O)c2ccccc21 (stereo unspecified)	-21.4
O=C(O)Cc1csc(-c2ccc(Cl)cc2)n1	-6.8
CCNC(=O)[C@@H]1CCCN1C(=O)[C@H](CCCN=C(N)N)NC(=O)[C@H](CC(C)C)NC(=O)[C@@H](Cc1c[nH]c2ccccc12)NC(=O)[C@H](Cc1ccc(O)cc1)NC(=O)[C@H](CO)NC(=O)[C@H](Cc1c[nH]c2ccccc12)NC(=O)[C@H](Cc1cnc[nH]1)NC(=O)[C@@H]1CCC(=O)N1	-16.3
CCCCCCCCCCCCCCCC(=O)OC[C@@H](NC(=O)C(Cl)Cl)[C@H](O)c1ccc([N+](=O)[O-])cc1	-2.6
COc1ccc(C2(C#N)CCC(C(=O)O)CC2)cc1OC1CCCC1 (stereo unspecified)	-0.7
CC1=C(C)C(=O)C(C(CCCCCC(=O)O)c2ccccc2)=C(C)C1=O (stereo unspecified)	1.6
O=C1C2CC3CC1CC(O)(C3)C2	3.9
Cc1c(C)c2c(c(C)c1O)CCC(C)(COc1ccc(CC3SC(=O)NC3=O)cc1)O2 (stereo unspecified)	6.7
O=C(OCc1ccccc1)c1ccc(O)cc1	3.8
CC1(C)C(\C=C/C=C\C=C/C=C2/N(CCCCS(=O)(=O)O)c3ccc4ccccc4c3C2(C)C)=[N+](CCCCS(=O)(=O)[O-])c2ccc3ccccc3c21	10.2
CC(=O)CC/C=C(\C)CC/C=C(\C)CC/C=C(\C)CCC=C(C)C	-4.7
O=S(=O)(O)c1ccc2c(N=Nc3ccc(S(=O)(=O)O)c4ccccc34)c(O)c(S(=O)(=O)O)cc2c1	-23.2
CO/N=C(\C(=O)N[C@@H]1C(=O)N2C(C(=O)O)=C(CSc3nnnn3C)CS[C@H]12)c1csc(N)n1	6.3
CCOC(=O)[C@H](CCc1ccccc1)N[C@@H](C)C(=O)N1[C@H](C(=O)O)C[C@H]2CCCC[C@@H]21	-15.2&4.7
CC(C)(C)C(=O)Oc1ccc(S(=O)(=O)Nc2ccccc2C(=O)NCC(=O)O)cc1	0.5
Cn1cnc2c(F)c(Nc3ccc(Br)cc3Cl)c(C(=O)NOCCO)cc21	2.6
Nc1nc2c(ncn2CCC(CO)CO)c(=O)[nH]1	3.9
CCCCCC(O)/C=C/C=O (stereo unspecified)	-15.8
CO[C@]12C[C@@H](COC(=O)c3cncc(Br)c3)CN(C)[C@@H]1Cc1cn(C)c3cccc2c13	-19.1

Carrying on:
SMILES	D3 ag
C=CCCCCCCCCC(=O)O	8.1
CCN1CCCC1=O	8.8
CC(C)C(C)(C)C(C)(C)C(C)(C)S	7.6
CNC(=O)c1ccccc1Sc1ccc2c(/C=C/c3ccccn3)n[nH]c2c1	5.9
CCCCOCCOCCOCc1cc2c(cc1CCC)OCO2	9.3&7.5
CO/N=C(\C(=O)N[C@@H]1C(=O)N2C(C(=O)O)=CCS[C@H]12)c1csc(N)n1	3.0
COc1ccnc(CS(=O)c2nc3cc(OC(F)F)ccc3[nH]2)c1OC (stereo unspecified)	-12.1
Nc1nc(/C(=C/CC(=O)O)C(=O)N[C@@H]2C(=O)N3C(C(=O)O)=CCS[C@H]23)cs1	4.4
Oc1ccc(CCNCCCCCCNCCc2ccccc2)cc1O	1.0
Cc1cc(CC(=O)O)c(C)n1-c1ccc(Cl)cc1	-4.6
CC1CN(c2cc3c(cc2F)c(=O)c(C(=O)O)cn3-c2ccc(F)cc2F)CCN1 (stereo unspecified)	-8.1
COC(=O)[C@@H]1CC2=CC(=O)CC[C@]2(C)[C@@]23O[C@@H]2C[C@@]2(C)[C@@H](CC[C@@]24CCC(=O)O4)[C@H]13	3.8
NC(=O)CC[C@@H]1NC(=O)[C@H](Cc2ccccc2)NC(=O)[C@H](Cc2ccc(O)cc2)NC(=O)CCSSC[C@@H](C(=O)N2CCC[C@H]2C(=O)N[C@@H](CCCN=C(N)N)C(=O)NCC(N)=O)NC(=O)[C@H](CC(N)=O)NC1=O	-6.6&-15.1
CC(S)C(=O)NCC(=O)O (stereo unspecified)	-5.7
CN(C)c1ccc(C(=C2C=CC(=[N+](C)C)C=C2)c2ccccc2)cc1	-8.6
O=C(O)c1[nH]n(-c2ccc(S(=O)(=O)O)cc2)c(=O)c1N=Nc1ccc(S(=O)(=O)O)cc1	-25.6
C[C@]12CCC(=O)C=C1[C@@H]1C[C@@H]1[C@H]1[C@@H]3[C@@H]4C[C@@H]4[C@@]4(CCC(=O)O4)[C@@]3(C)CC[C@@H]12	-10.0
C[C@@H]1C(=O)NC2=Nc3cccc(Cl)c3CN21	-5.9
CC(=O)Nc1c(I)cc(I)c(C(=O)O)c1I	65.8*
O=C(O)CNC(=O)CNC(=O)CNC(=O)CSC(=O)c1ccccc1	-3.3
Cc1ncc(CO)c(C=O)c1O	-21.1
OCC(CO)N[C@H]1C[C@](O)(CO)[C@@H](O)[C@H](O)[C@H]1O	5.8
C#C[C@]1(OC(C)=O)CC[C@H]2[C@@H]3CCC4=CC(=O)CC[C@@H]4[C@H]3CC[C@@]21C	8.3
Cc1nnc(C(C)C)n1C1C[C@H]2CC[C@@H](C1)N2CC[C@H](NC(=O)C1CCC(F)(F)CC1)c1ccccc1 (stereo partly specified)	-12.2
CC[C@H]1OC(=O)[C@H](C)[C@@H](O[C@H]2C[C@@](C)(OC)[C@@H](O)[C@H](C)O2)[C@H](C)[C@@H](O[C@@H]2O[C@H](C)C[C@H](N(C)C)[C@H]2O)[C@](C)(O)C[C@@H](C)/C(=N\OCOCCOC)[C@H](C)[C@@H](O)[C@]1(C)O	5.4&-14.2
CC(C)CN(C[C@@H](OP(=O)(O)O)[C@H](Cc1ccccc1)NC(=O)O[C@H]1CCOC1)S(=O)(=O)c1ccc(N)cc1	-0.6
Nc1ccc(N)c([N+](=O)[O-])c1	-29.0
C[C@H]1C[C@@H]2[C@H]([C@@H](O)C[C@@]3(C)[C@H]2CC[C@]3(O)C(=O)COC(=O)CCC(=O)O)[C@@]2(C)C=CC(=O)C=C12	1.5
OB(O)O	7.3
N[C@@H](C(=O)N[C@@H]1C(=O)N2C(C(=O)O)=C(Cl)CC[C@H]12)c1ccccc1	1.5
CCc1ccc(C(=O)C(C)CN2CCCCC2)cc1 (stereo unspecified)	-21.6
COc1cc2c(Nc3ccc(Br)cc3F)ncnc2cc1OCC1CCN(C)CC1	-10.9
O=C(CCCN1CCN2CCCC2C1)c1ccc(F)cc1 (stereo unspecified)	-19.2
CC1(C)S[C@@H]2[C@H](NC(=O)[C@H](NC(=O)N3CCN(S(C)(=O)=O)C3=O)c3ccccc3)C(=O)N2[C@H]1C(=O)O	7.8
CCCCCCCCCCCCCCCC(=O)OC[C@@H](O)[C@H]1OC[C@H](O)[C@H]1O	-11.0
CCC(=O)OCC(=O)[C@@]1(OC(=O)CC)[C@H](C)C[C@H]2[C@@H]3CCC4=CC(=O)C=C[C@]4(C)[C@@]3(F)[C@@H](O)C[C@@]21C	0.5
CC(C)=O	-10.2
CCCCCCCCCCCCCCCCN	9.4
O=C(/C=C/c1cccc(F)c1)NC1CC1	7.0
CCOC(=O)C1=C(C)NC(C)=C(C(=O)OCC)C1c1ccccc1/C=C/C(=O)OC(C)(C)C	14.5

17 consecutive compounds from above, for reference:
SMILES	D3 ag
OCC(CO)N[C@H]1C[C@](O)(CO)[C@@H](O)[C@H](O)[C@H]1O	5.8
C#C[C@]1(OC(C)=O)CC[C@H]2[C@@H]3CCC4=CC(=O)CC[C@@H]4[C@H]3CC[C@@]21C	8.3
Cc1nnc(C(C)C)n1C1C[C@H]2CC[C@@H](C1)N2CC[C@H](NC(=O)C1CCC(F)(F)CC1)c1ccccc1 (stereo partly specified)	-12.2
CC[C@H]1OC(=O)[C@H](C)[C@@H](O[C@H]2C[C@@](C)(OC)[C@@H](O)[C@H](C)O2)[C@H](C)[C@@H](O[C@@H]2O[C@H](C)C[C@H](N(C)C)[C@H]2O)[C@](C)(O)C[C@@H](C)/C(=N\OCOCCOC)[C@H](C)[C@@H](O)[C@]1(C)O	5.4&-14.2
CC(C)CN(C[C@@H](OP(=O)(O)O)[C@H](Cc1ccccc1)NC(=O)O[C@H]1CCOC1)S(=O)(=O)c1ccc(N)cc1	-0.6
Nc1ccc(N)c([N+](=O)[O-])c1	-29.0
C[C@H]1C[C@@H]2[C@H]([C@@H](O)C[C@@]3(C)[C@H]2CC[C@]3(O)C(=O)COC(=O)CCC(=O)O)[C@@]2(C)C=CC(=O)C=C12	1.5
OB(O)O	7.3
N[C@@H](C(=O)N[C@@H]1C(=O)N2C(C(=O)O)=C(Cl)CC[C@H]12)c1ccccc1	1.5
CCc1ccc(C(=O)C(C)CN2CCCCC2)cc1 (stereo unspecified)	-21.6
COc1cc2c(Nc3ccc(Br)cc3F)ncnc2cc1OCC1CCN(C)CC1	-10.9
O=C(CCCN1CCN2CCCC2C1)c1ccc(F)cc1 (stereo unspecified)	-19.2
CC1(C)S[C@@H]2[C@H](NC(=O)[C@H](NC(=O)N3CCN(S(C)(=O)=O)C3=O)c3ccccc3)C(=O)N2[C@H]1C(=O)O	7.8
CCCCCCCCCCCCCCCC(=O)OC[C@@H](O)[C@H]1OC[C@H](O)[C@H]1O	-11.0
CCC(=O)OCC(=O)[C@@]1(OC(=O)CC)[C@H](C)C[C@H]2[C@@H]3CCC4=CC(=O)C=C[C@]4(C)[C@@]3(F)[C@@H](O)C[C@@]21C	0.5
CC(C)=O	-10.2
CCCCCCCCCCCCCCCCN	9.4

(list continues)
SMILES	D3 ag
COc1ccnc(CS(=O)c2nc3ccc(OC(F)F)cc3[nH]2)c1OC (stereo unspecified)	0.6
O=C(O)c1ccccc1-c1ccc(C(F)(F)F)cc1	-17.8
CN(C)CCC=C1c2ccccc2C(C)(C)c2ccccc21	-16.5
CCCCNC(=O)NS(=O)(=O)c1ccc(N)cc1	9.4
CC(=O)N(CC(O)CO)c1c(I)c(C(=O)NCCO)c(I)c(C(=O)NCC(O)CO)c1I (stereo unspecified)	3.6
CCOC(CN1CCN(CC(C)C(=O)c2ccccc2)CC1)c1ccccc1 (stereo unspecified)	-19.2
O=C(O)c1ccc(NC(=O)[C@H](Cc2ccc(O)cc2)NC(=O)c2ccccc2)cc1	3.5
COc1ccc(/C=C/C(=O)OCCC(C)C)cc1	-1.8
CCCCNc1ccc(C(=O)OCCN(CC)CC)cc1	-8.3

These rows are one share of the data (hit frequency here may not be typical).
